Bioassay records as filed in PubChem BioAssay.
NSD2 inh – blocks human histone methyltransferase NSD2. O96028. NSD2 peptide methylation, AlphaScreen, 120 min. inhibition, % at 12.5 µM. 0.54% of 310,000 active; in the data active = inhibition above about 50%
CAL PDZ FP-1 – CAL PDZ (human) peptide binding inhibition. Q9HD26. purified CAL PDZ, TMR-peptide fluorescence polarization, 1 h. inhibition, % at 24.9 µM. 0.92% of 300,000 active. AID 602252;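 active = mean inhibition of at least 30% with at least half of replicates also reaching 30%; inconclusive = no clear call, values can overlap the other calls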;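 note: 0% = DMSO neutral control and 100% = excess unlabeled competitor peptide PRC23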
PfHsp90 yeast 2 – inhibits growth of yeast expressing Plasmodium falciparum Hsp90; S. cerevisiae expressing PfHsp90, BacTiter-Glo ATP, 48 h; yeast lacking PDR1 and PDR3 efflux regulators; inhibition, % at 9.4 µM; 0.32% of 310,000 active; AID 504621;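 active = every replicate shows inhibition above about 80%, whatever the replicate mean, limit read from the data; inconclusive = mean inhibition reaches the set limit but some replicate falls short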;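 note: 0% = DMSO neutral controls and 100% = 20 µM radicicol positive controls; yeast relying on Plasmodium falciparum Hsp90 in place of its own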
PvdQ inh – P. aeruginosa PvdQ acylase inhibition; purified PvdQ acylase, fluorescence plate reader; inhibition, % at 10 µM; 0.063% of 340,000 active; AID 488965; in the data active = inhibition above about 30%, passing the limit was not always enough; inconclusive = no clear call, values can overlap the other calls;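 note: 0% = vehicle neutral wells and 100% = reference inhibitor wells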
dFosB activator – mouse delta FosB homodimer activation. AID 493131. 0.99% of 340,000 active. purified delta FosB, TAMRA-CDK5 oligo fluorescence polarization; percent of positive-control signal above neutral wells. activation, % at 25 µM. P13346;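 active = mean activation above about 17%, with every replicate also reaching it, limit read from the data, passing the limit was not always enough; inconclusive = only one of the two conditions met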;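 note: fluorescence polarization rise as delta FosB binds a TAMRA Cdk5 AP-1 oligo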
Target sequence (P13346 whole entry, looked up): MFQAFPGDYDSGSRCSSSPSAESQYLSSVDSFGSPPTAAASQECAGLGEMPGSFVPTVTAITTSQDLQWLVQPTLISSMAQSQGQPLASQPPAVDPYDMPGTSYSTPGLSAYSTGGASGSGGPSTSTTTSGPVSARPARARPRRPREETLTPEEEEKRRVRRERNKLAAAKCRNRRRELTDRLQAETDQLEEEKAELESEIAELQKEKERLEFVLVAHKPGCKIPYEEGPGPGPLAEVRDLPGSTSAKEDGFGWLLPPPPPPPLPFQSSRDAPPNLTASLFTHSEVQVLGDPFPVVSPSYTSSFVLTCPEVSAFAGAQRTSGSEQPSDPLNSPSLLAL
Rtt109 Vps75 – C. albicans Rtt109 histone acetyltransferase inhibition. Q5AAJ8. purified Rtt109/Vps75, ThioGlo CoA-SH fluorescence, 4 h. inhibition, % at 34.9 µM. 0.16% of 330,000 active. AID 540336;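 active = inhibition of at least 50% in every replicate; inconclusive = best replicate reaches 50% inhibition but some replicates fall short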
CAL PDZ FP-2 – blocks peptide binding to human CAL PDZ domain; Q9HD26; inhibition, % at 20 µM; AID 504414; 0.02% of 330,000 active; purified CAL PDZ, TMR-peptide fluorescence polarization, 1 h;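 active = highest replicate inhibition of at least 40%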;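 note: plate controls were DMSO neutral control wells for no effect and unlabeled competitor peptide control wells for full effect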
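material = purified tagged CAL PDZ domain construct (CerCALP) | compound dosing = 20 µM, one dose | times = 1 h at RT | measured by = fluorescence polarization from S- and P-plane intensities, G-factor corrected | read-out = inhibition from polarization loss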
SR-BI uptake up – SR-BI HDL lipid transfer activation. CHO ldlA[mSR-BI] cells, DiI-HDL uptake fluorescence, 3 h; 100 = double the neutral-control signal. activation, % at 12.5 µM. 0.096% of 320,000 active. AID 504775;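 active = mean replicate activation of at least 60% and every replicate at or above 60%; inconclusive = mean or all-replicate condition met, but not both; inactive = mean below 60% and not all replicates reaching 60%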;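 note: 0% = median plate neutral-control signal and 100% = twice that signal; values of inactives mirror those of a sister screen read the other way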
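Test system: SR-BI-overexpressing, LDLR-lacking CHO cells; Also added: labelled HDL, 10 µg/mL; Measured by: bottom-read cell fluorescence after medium removal, ex 550/em 595 nm; Timing: 3 h uptake period with compound, 37 °C; Buffer or medium: F12, 0.5% BSA, 25 mM HEPES; Doses: single compound concentration, delivered by pin transfer.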
SR-BI HDL uptake – blocks mouse SR-BI lipid uptake from DiI-HDL; inhibition, % at 12.5 µM; 0.96% of 320,000 active; AID 488896; ldlA[mSR-BI] CHO cells, DiI-HDL uptake fluorescence, 3 h;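 active = mean replicate inhibition of at least 70% and a set share of replicates each scoring 70 or more; inconclusive = meets just one of the two criteria; inactive = fails both criteria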;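 note: 0% = median of neutral control wells and 100% = median of positive control wells; values of inactives mirror those of a sister screen read the other way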
Target sequence (Q61009 whole entry, looked up): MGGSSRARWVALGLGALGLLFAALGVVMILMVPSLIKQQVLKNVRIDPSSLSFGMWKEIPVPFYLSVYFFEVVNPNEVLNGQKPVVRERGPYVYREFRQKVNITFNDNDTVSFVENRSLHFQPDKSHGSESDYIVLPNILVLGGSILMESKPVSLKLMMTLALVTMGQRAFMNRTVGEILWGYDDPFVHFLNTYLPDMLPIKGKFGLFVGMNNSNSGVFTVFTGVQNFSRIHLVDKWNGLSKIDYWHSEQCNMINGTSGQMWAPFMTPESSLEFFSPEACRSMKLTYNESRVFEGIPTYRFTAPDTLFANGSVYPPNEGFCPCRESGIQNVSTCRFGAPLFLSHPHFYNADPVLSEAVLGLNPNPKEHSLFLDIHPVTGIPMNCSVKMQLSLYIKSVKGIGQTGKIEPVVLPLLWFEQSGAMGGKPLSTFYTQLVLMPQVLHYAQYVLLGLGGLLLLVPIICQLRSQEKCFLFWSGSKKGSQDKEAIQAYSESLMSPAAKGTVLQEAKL
MITF act – MITF TRPM1 promoter activation in melanoma cells | SK-MEL-5 TRPM1-promoter luciferase, 24 h; % of positive control, neutral wells = 0 | activation, % at 12.5 µM | 0.75% of 300,000 active | AID 588334;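 active = mean activation of at least 80% with every replicate also reaching 80%; inconclusive = mean reaches 80% but some replicate falls short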;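 note: 0% = neutral control wells and 100% = parthenolide positive control wells; values of inactives mirror those of a sister screen read the other way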
An asterisk follows results filed as active; ? = inconclusive; / = not tested or not shown.

SMILES	NSD2 inh	CAL PDZ FP-1	PfHsp90 yeast 2	PvdQ inh	dFosB activator	Rtt109 Vps75	CAL PDZ FP-2	SR-BI uptake up	SR-BI HDL uptake	MITF act
CC1(C)CC(=O)C2=C(C1)N(CCN1CCOCC1)C1=C(C(=O)CC(C)(C)C1)C2c1cccc(F)c1	-5	1	4	-4	-5	-162	-1.8	13	-13	1
Cc1ccc(-c2nc(C=Nc3cccc(C)c3)c(O)o2)cc1	1	10	5	7	-8	12	-2.2	12	-12	26
CCCCC1CCCOC(C(=O)NCCNCCO)(C(F)(F)F)C1 (stereo unspecified)	/	-2	-5	-3	-4	0	-0.9	31	-31	11
CS(=O)(=O)N1CCC(C(=O)NCC2CCCO2)CC1 (stereo unspecified)	-9	-2	-12	-11	3	-10	-2.0	1	-1	-5
CCOc1ccc(-c2noc(CCC(=O)NC3CCCCC3)n2)cc1OC	-5	-3	-2	-12	-1	-1	-1.1	/	/	19
COC(=O)c1c(NC(=O)C2CC=CCC2C(=O)O)sc2c1CCCCC2 (stereo unspecified)	3	10	-7	-10	2	16	-1.8	34	-34	-7
CCCCCCC1CC(/C(C)=N\NC(N)=O)OC1=O (stereo unspecified)	-2	0	10	-5	-4	2	-2.4	-9	9	4
CCN(C(=O)CSc1nnc(C)n1Cc1ccccc1)C1CCS(=O)(=O)C1 (stereo unspecified)	-3	4	2	-14	1	-4	-1.3	1	-1	-4
COc1ccc(OCC(=O)N/N=C(\C)CC(=O)Nc2ccc(NC(C)=O)cc2)cc1	1	-4	14	-6	-5	-4	-1.3	14	-14	6
CC12CCC(C(=O)NCc3ccccc3)(OC1=O)C2(C)C (stereo unspecified)	2	1	3	6	-4	0	-1.7	3	-3	-1
CC1CCCN(CCCN2C(=O)C3C(C(=O)Nc4ccc(Cl)cc4)C4C=CC3(O4)C2C(=O)NC2CCCCC2)C1 (stereo unspecified)	21	-13	1	-8	-7	6	-0.3	1	-1	5
CC1CCCC(NC(=O)Cn2cc([N+](=O)[O-])ccc2=O)C1C (stereo unspecified)	-1	3	3	0	-2	2	0.7	17	-17	0
c1ccc(NC2=Nc3ccccc3CC2)cc1	0	2	-3	-4	-6	-2	-0.2	15	-15	?
COc1cc(O)ccc1/C=N/NC(=O)c1ccc([N+](=O)[O-])cc1	-5	-4	13	-5	-2	3	0.3	-58	58	-1
Cc1ccc2nc(SCC(=O)NCc3ccco3)c(C#N)cc2c1	-3	-4	-3	8	-18	27	-4.6	-33	33	/
CCC1CCC2(CC1)NC(CO)(CO)CO2 (stereo unspecified)	-3	-1	13	-9	0	-6	-2.1	13	-13	7
CC1CCCN(CC(=O)Nc2ccc(S(=O)(=O)N3CCCCC3)cc2)C1 (stereo unspecified)	-4	-1	/	-18	-2	-1	-2.2	23	-23	-3
FC(F)(F)c1ccc(Oc2ccc3ccccc3c2Br)nc1	-6	-9	24	-3	3	-8	-2.3	-14	14	-2
CC1CCCCC1NC(=O)COC(=O)CCC(=O)c1cccs1 (stereo unspecified)	1	-5	10	-6	-4	9	-4.9	4	-4	18
O=c1[nH]c(=O)c2nc(-c3ccc(Cl)cc3)cnc2[nH]1	-5	-3	7	9	0	-46	-1.7	16	-16	-4
COC(=O)c1cccc(NC(=O)CC2C(=O)NCCN2C(=O)c2ccc(F)cc2F)c1 (stereo unspecified)	-1	-8	3	-9	-3	2	-0.5	15	-15	10
C[C@]12C(=O)N(c3cccc(Cl)c3)C(=O)N1[C@@H]1c3ccccc3OC[C@@H]1[C@H]2c1ccccc1	/	-1	6	-11	-6	-5	0.5	-13	13	-2
CC(=O)Nc1ccc(NC(=O)c2cc(-c3cc(C)c(C)cc3O)n[nH]2)cc1	-1	8	10	17	9	9	-0.9	6	-6	-1
COc1ccc2[nH]cc(CCNC(=O)COc3ccc4ccc(=O)oc4c3)c2c1	/	-1	0	-8	0	-3	1.3	9	-9	2
C/C(=N\NC(=O)c1cc2c(s1)CCC(C)C2)c1ccncc1 (stereo unspecified)	1	0	8	8	-25	/	-4.9	-60	60	33

Part of the list above, field by field.
CCN(C(=O)CSc1nnc(C)n1Cc1ccccc1)C1CCS(=O)(=O)C1 (stereo unspecified)
  NSD2 inh: -3
  CAL PDZ FP-1: 4
  PfHsp90 yeast 2: 2
  PvdQ inh: -14
  dFosB activator: 1
  Rtt109 Vps75: -4
  CAL PDZ FP-2: -1.3
  SR-BI uptake up: 1
  SR-BI HDL uptake: -1
  MITF act: -4
CCOc1ccc(-c2noc(CCC(=O)NC3CCCCC3)n2)cc1OC
  NSD2 inh: -5
  CAL PDZ FP-1: -3
  PfHsp90 yeast 2: -2
  PvdQ inh: -12
  dFosB activator: -1
  Rtt109 Vps75: -1
  CAL PDZ FP-2: -1.1
  SR-BI uptake up: /
  SR-BI HDL uptake: /
  MITF act: 19
CC12CCC(C(=O)NCc3ccccc3)(OC1=O)C2(C)C (stereo unspecified)
  NSD2 inh: 2
  CAL PDZ FP-1: 1
  PfHsp90 yeast 2: 3
  PvdQ inh: 6
  dFosB activator: -4
  Rtt109 Vps75: 0
  CAL PDZ FP-2: -1.7
  SR-BI uptake up: 3
  SR-BI HDL uptake: -3
  MITF act: -1

The list goes on:
SMILES	NSD2 inh	CAL PDZ FP-1	PfHsp90 yeast 2	PvdQ inh	dFosB activator	Rtt109 Vps75	CAL PDZ FP-2	SR-BI uptake up	SR-BI HDL uptake	MITF act
CCOC(=O)Cn1c(=O)oc2cc(S(=O)(=O)Nc3cc(OCC)ccc3OCC)ccc21	0	-3	35	11	-12	11	-2.2	-12	12	13
CC(NC(=O)c1ccccc1NC(=O)CN1CCc2ccccc2C1)c1ccccc1 (stereo unspecified)	-3	-7	-4	-1	-8	5	-0.2	-9	9	-21
O=S(=O)(NCC1CCCO1)c1cccc2nsnc12 (stereo unspecified)	8	-3	-45	-15	0	-1	0.1	23	-23	/
NC(=O)CCn1c(C(=O)c2cc(Cl)c(N)c(Cl)c2)c2ccccc2[n+]1[O-]	/	-2	0	5	-2	9	1.5	4	-4	-17
Cc1ccc(S(=O)(=O)N(CC(=O)O)Cc2ccccc2F)cc1	0	-2	/	0	-1	/	-2.1	-20	20	/
Cc1cc(OCC(=O)O/N=C(\N)c2ccccc2)ccc1Br	2	0	-3	0	1	-1	-1.6	20	-20	21
COc1ccccc1/C=C1\SC(=S)N(CCC(=O)NC2=NCCS2)C1=O	1	4	13	-11	7	1	-1.9	-20	20	1
CC(C)NC(=S)N/N=C1\CCCc2ccccc21	5	-2	0	-2	0	4	4.5	-24	24	-13
Cc1cccn2c(=O)c3cc(C(=O)N4CCOCC4)n(C)c3nc12	-1	-4	13	-12	-2	-43	-1.4	30	-30	2
COc1ccc(OCC(=O)OCC(=O)Nc2ccc(S(=O)(=O)N3CCCCC3)cc2)cc1	0	-2	-7	-16	10	-18	/	8	-8	0
O=C(C1CCN(S(=O)(=O)c2ccccc2)CC1)N1CCN(Cc2ccc3c(c2)OCO3)CC1	4	-6	23	-6	-4	12	-1.6	1	-1	3
O=C(NC(=O)N1CCCCCC1)c1ccc(Cl)cc1	-2	4	7	-5	4	-12	0.4	13	-13	10
O=C(Nc1ccccc1C(=O)OCc1nnc(-c2ccccc2)o1)c1ccco1	-4	-4	-16	5	-14	-5	1.0	-18	18	-9
CCOc1cc(C#N)c(NC(=O)c2cccnc2)cc1OCC	0	-3	26	-9	-2	-33	-0.6	-26	26	-16
CCOc1ccc(Nc2ncnc(N)n2)cc1	0	-3	13	-2	2	-8	-1.2	9	-9	15
CN1CCN(S(=O)(=O)c2ccc(Oc3cccc(C(F)(F)F)c3)nc2)CC1	0	-6	-15	-6	-2	1	-1.0	-1	1	1
CC(=O)Nc1ccc(S(=O)(=O)N[C@@H](C)C(=O)OCC(=O)NC2CCCC2)cc1	0	/	-4	-18	3	-6	0.1	16	-16	-11
CCNS(=O)(=O)c1ccc(CCC(=O)Nc2ccc3c(c2)OCO3)cc1	-4	6	-5	-4	-6	-2	-0.5	11	-11	-8
CCSc1nc(-c2ccccc2)cc(=O)[nH]1	/	-4	2	-1	-21	2	-1.4	15	-15	/
CCOC(=O)[C@@H]1[C@H]2COc3cc(OC)ccc3[C@@H]2N2C(=O)N(c3cccc(Cl)c3)C(=O)[C@@]12C	/	-4	2	-3	-7	6	0.5	17	-17	10
O=C(CSc1nncn1-c1ccccc1)Nc1cc(F)ccc1F	-1	-2	-10	6	-4	1	-3.8	5	-5	19
O=C(Cc1ccc(Cl)cc1)NC1CCCCCC1	-2	-3	-24	-12	-3	-3	0.4	3	-3	26
CC(=O)OC(COc1ccccc1)Cn1cnc2ccccc21 (stereo unspecified)	2	-1	4	6	-2	-4	0.2	18	-18	-3
Cc1cc(C)cc(NC(=S)NCCSc2ccc(Cl)cc2)c1	-2	-5	-49	3	-11	-1	-2.8	-33	33	1
COc1ccc(-c2nnc(CSc3nc4ccccc4c(=O)n3CC(C)C)o2)cc1OC	-1	-2	14	-8	-9	1	-0.8	0	0	6
O=C(c1ccc(Br)cc1)c1cc([N+](=O)[O-])ccc1N1CCOCC1	6	-1	-27	5	-12	2	-2.4	-71	?	-3
O=C(O)CCn1c(-c2ccccc2)cc2c1CCCC2=O	/	/	1	-4	2	-2	0.0	15	-11	/
CCC(=O)Nc1nonc1-c1nc2ccccc2n1Cc1cccc2ccccc12	-2	-3	-16	-4	-5	0	-0.7	-15	15	-33
Cc1nnc(C)c2c(C)n(C(c3ccccc3)c3ccccc3)c(C)c12	11	-2	4	1	1	-9	-2.0	-3	3	5
Cc1ccc(NC(=O)C2(N3CCC3=O)CCCCC2)cc1	-3	-6	7	-7	2	4	-2.0	22	-22	-8

Rewritten in CSV form: entries from further up.
Compound,NSD2 inh,CAL PDZ FP-1,PfHsp90 yeast 2,PvdQ inh,dFosB activator,Rtt109 Vps75,CAL PDZ FP-2,SR-BI uptake up,SR-BI HDL uptake,MITF act
CS(=O)(=O)N1CCC(C(=O)NCC2CCCO2)CC1 (stereo unspecified),-9,-2,-12,-11,3,-10,-2.0,1,-1,-5
CC(C)NC(=S)N/N=C1\CCCc2ccccc21,5,-2,0,-2,0,4,4.5,-24,24,-13
COc1ccc(OCC(=O)OCC(=O)Nc2ccc(S(=O)(=O)N3CCCCC3)cc2)cc1,0,-2,-7,-16,10,-18,/,8,-8,0
Cc1cc(OCC(=O)O/N=C(\N)c2ccccc2)ccc1Br,2,0,-3,0,1,-1,-1.6,20,-20,21
COC(=O)c1c(NC(=O)C2CC=CCC2C(=O)O)sc2c1CCCCC2 (stereo unspecified),3,10,-7,-10,2,16,-1.8,34,-34,-7
Cc1ccc(-c2nc(C=Nc3cccc(C)c3)c(O)o2)cc1,1,10,5,7,-8,12,-2.2,12,-12,26
